From PubChem BioAssay
LEDGF integ inh = blocks HIV-1 LEDGF/p75-dependent DNA integration | TR-FRET IN-LEDGF/p75 DNA integration, Eu/Cy5 | inhibition, % at 3.7 µM | 370,000 tested, 0.64% active;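 active = inhibition above the screen-wide mean plus 3 SD, cut at about 13% in these data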;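 note: signal is the Cy5 over europium emission ratio at 671 and 618 nm; 0% = plate median of compound wells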
ARFGAP1 inhibitor = inhibits rat ARF GTPase activating protein 1; Arfgap1-stimulated ARF1 GTP hydrolysis, GDP FP detection; inhibition, % at 16.5 µM; AID 651572; Q62848; 360,000 tested, 0.26% active;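 active = inhibition above a per-plate limit, mean inhibition of low control wells plus 3 SD, cut at about 25% in these data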;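 note: 0% = DMSO wells with enzyme and 100% = wells lacking Arfgap1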
Target sequence (Q62848 1-136 limits assumed): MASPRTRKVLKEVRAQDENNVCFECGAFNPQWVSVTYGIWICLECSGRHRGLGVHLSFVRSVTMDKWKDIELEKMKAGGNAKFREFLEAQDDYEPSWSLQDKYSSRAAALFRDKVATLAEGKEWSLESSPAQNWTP
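material = rat Arfgap1 catalytic domain, aa 1-136 | also added = human ARF1(Δ1-17)-GTP substrate | compound dosing = one concentration, 16.5 µM, DMSO 1.26% | times = GTP hydrolysis reaction 2 h at 25 °C | measured by = FP, GDP Alexa 633 tracer displaced from anti-GDP antibody, 620/688 nm | evaluation = percent inhibition of Arfgap1-stimulated GTP hydrolysis | replication = single well per compound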
TDP2 inh = blocks human TDP2 phosphodiesterase activity; inhibition, % at 12.8 µM; recombinant TDP2, T5PNP hydrolysis, p-nitrophenol absorbance 415 nm; 370,000 tested, 0.34% active; AID 720702; O95551;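 active = inhibition above the mean of all tested compounds plus 3 SD, set per campaign, cut at about 25% in these data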;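 note: 0% = DMSO with enzyme and 100% = buffer with substrate but no TDP2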
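System: recombinant human TDP2 / Amount: 120 nM TDP2 per well / Also added: 5 mM T5PNP chromogenic substrate / Doses: 12.8 µM single point, 1% DMSO / Incubation: 2 h at 37 °C / Detection: p-Nitrophenol epi absorbance / Evaluation: % inhibition relative to enzyme-containing and enzyme-free wells / Repeats: singlicate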
Tn6 DDE FP = DD(E)-Tn6 binding inhibition, primary FP screen. P02675. Fibrin DD(E) TRITC-Tn6 fluorescence polarization displacement. inhibition, % at 8.3 µM. 370,000 tested, 0.21% active. AID 720509;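 active = inhibition above a per-campaign cutoff: mean of compounds within control limits plus 3 SD, cut at about 15% in these data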;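 note: 0% = median of all compound wells on the plate and 100% = blocking peptide control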
PLC-gamma1 inh = PLC-gamma1 (human) inhibition, primary screen; inhibition, % at 12.2 µM; purified PLC-gamma1, fluorogenic substrate, fluorescence; P19174; AID 720700; 370,000 tested, 0.84% active; in the data active = inhibition above about 9.5%
Tn7 DDE FP = inhibitors of Tn7 peptide binding to human fibrin DD(E); P02675; FP displacement of FITC-Tn7 peptide from fibrin DD(E); 0% = median of compound wells per plate; inhibition, % at 8.3 µM; 370,000 tested, 0.13% active;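 active = inhibition above the mean of compounds falling within the control limits plus 3 SD of them, cut at about 14% in these data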;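 note: 0% = plate median of compound wells and 100% = 10 µM Aha-Tn7 peptide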
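Test system: human clot-derived fibrin DD(E) complex / Quantity: 2 µM final DD(E) protein / Incubation: 10 min plus 3 h, room temperature / Measured by: fluorescence polarization / Benchmarks: high control of 10 µM Aha-Tn7 peptide / Replicates: singlicate testing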
ASAP1 inh = inhibitors of human ASAP1 ArfGAP activity; 360,000 tested, 0.19% active; inhibition, % at 16.5 µM; ASAP1-stimulated ARF1 GTP hydrolysis, GDP FP detection; in the data active = inhibition above about 25%;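 note: 0% = vehicle with enzyme and substrate and 100% = no enzyme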
ADAM17 inh = ADAM17 inhibition, QFRET primary screen; P78536; recombinant ADAM17, EDANS/DABCYL FRET peptide cleavage; inhibition, % at 6.95 µM; 370,000 tested, 0.83% active; AID 720648;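 active = inhibition above the mean of compounds lying between control limits plus 3 SD, set per campaign, cut at about 8.5% in these data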;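 note: 0% = DMSO-only wells as the low control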
ADAM10 inh = ADAM10 inhibition, QFRET primary screen. O14672. recombinant ADAM10, EDANS/DABCYL FRET peptide cleavage, 3 h. inhibition, % at 7 µM. 370,000 tested, 0.62% active. AID 720582;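 active = inhibition above a per-campaign cutoff equal to the mean of compounds falling between control-based bounds plus 3 SD, cut at about 20% in these data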;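 note: 0% = DMSO wells while the 100% control is not disclosed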
Target sequence (O14672 214-748 limits assumed): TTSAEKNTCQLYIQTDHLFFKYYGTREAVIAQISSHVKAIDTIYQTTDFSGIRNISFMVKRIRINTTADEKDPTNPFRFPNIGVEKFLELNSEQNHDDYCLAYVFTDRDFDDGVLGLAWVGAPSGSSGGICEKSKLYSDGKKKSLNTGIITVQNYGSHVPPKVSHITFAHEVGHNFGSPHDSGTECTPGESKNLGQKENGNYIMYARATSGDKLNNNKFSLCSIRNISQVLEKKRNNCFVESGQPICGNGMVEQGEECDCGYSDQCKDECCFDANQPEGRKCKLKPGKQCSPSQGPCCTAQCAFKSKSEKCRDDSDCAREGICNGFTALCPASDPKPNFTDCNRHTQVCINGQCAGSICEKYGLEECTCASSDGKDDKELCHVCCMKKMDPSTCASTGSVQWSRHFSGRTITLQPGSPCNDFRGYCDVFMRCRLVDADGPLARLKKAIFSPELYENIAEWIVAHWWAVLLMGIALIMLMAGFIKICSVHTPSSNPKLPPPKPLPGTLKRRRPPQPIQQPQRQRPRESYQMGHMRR
KLK7 zymogen act = activators of human kallikrein-7 zymogen | P49862 | purified proKLK7, EDANS-DABCYL substrate fluorescence; 100% is mature enzyme control, 0% vehicle | activation, % at 7 µM | 370,000 tested, 0.9% active | AID 652039;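 active = activation above the mean of all tested compounds plus 3 SD, computed per campaign excluding outliers beyond control limits, cut at about 13% in these data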
Target sequence (P49862 whole entry, looked up): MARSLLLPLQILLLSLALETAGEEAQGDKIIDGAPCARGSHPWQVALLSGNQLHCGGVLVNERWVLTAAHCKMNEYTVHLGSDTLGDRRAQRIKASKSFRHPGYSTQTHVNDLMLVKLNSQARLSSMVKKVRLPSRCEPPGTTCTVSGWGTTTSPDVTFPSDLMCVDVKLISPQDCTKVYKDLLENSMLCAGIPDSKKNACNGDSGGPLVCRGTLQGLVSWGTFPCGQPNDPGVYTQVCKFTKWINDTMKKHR
Active calls of the source: *; i = inactive. Not a hit list. About 4.2% of those tested had a hit in this group.

SMILES	LEDGF integ inh	ARFGAP1 inhibitor	TDP2 inh	Tn6 DDE FP	PLC-gamma1 inh	Tn7 DDE FP	ASAP1 inh	ADAM17 inh	ADAM10 inh	KLK7 zymogen act
Cc1c(C(=O)N(CC(C)C)c2c(N)n(Cc3ccccc3)c(=O)[nH]c2=O)sc2nc3n(c(=O)c12)CCC3	4	6	17	-9	-3	2	3	-3	-3	0.2
O=C(Nc1ccccc1N1CCCCC1)c1cc(S(=O)(=O)N2CCOCC2)ccc1F	5	-1	-26	-1	2	7	-1	6	5	0.1
Cc1cc(C)c(S(=O)(=O)c2cccc(Cl)c2)c(Cl)n1	6	6	-18	2	9	-8	-2	5	5	0.1
CC(=O)c1ccc(NS(=O)(=O)c2cccc(C)c2)cc1	-3	8	0	7	2	13	8	-4	-6	0.7
Cc1cc2c(cc1S(=O)(=O)NCc1ccccc1)NC(=O)CO2	-1	-2	0	-4	6	2	-7	-3	-14	-0.3
Cc1nc2c3cc(F)ccc3n(Cc3ccccc3F)c2s1	1	4	-6	-7	2	-10	7	3	2	1.0
Cc1csc(NC(=O)/C=C/c2ccc(C)o2)n1	-2	3	-3	8	-6	2	-15	-1	-4	0.1
O=C(N/N=C/CCc1ccccc1)c1ccc(CN2c3cccc4cccc(c34)S2(=O)=O)cc1	-2	6	-2	-2	-149	-8	5	-42	-167	-1.4
COc1ccc2c(CC(=O)OCc3nc4ccsc4c(=O)[nH]3)coc2c1	1	-7	-1	-1	-11	4	-4	-4	-14	0.8
COc1ccc(CN(C)CC(=O)NC(C)c2ccccc2)cc1OC (configuration not stated)	-1	-1	9	-6	1	3	6	-1	0	-0.3
CCOC(=O)C1CCCN(C(=O)CCCn2nnnc2CN2CCC(C)CC2)C1 (configuration not stated)	0	5	0	6	-2	5	-13	0	-3	0.1
O=C(CCc1nnc2ccc(NCc3ccco3)nn12)Nc1ccc(F)cc1	1	-2	-4	2	-1	-4	-5	-3	3	0.0
O=[N+]([O-])c1ccc(OCc2cnc(Cl)s2)cc1	6	-1	-3	-10	7	-7	12	-2	-4	-0.8
CCn1c(NC(=O)c2ccc(F)cc2)c2ccccc2nc1=O	-2	-2	6	-8	-3	-2	-11	-6	-23	0.2
CC(=O)Nc1ccc(S(=O)(=O)N(C)CC(=O)OC(C)C(=O)N(C)Cc2ccccc2)cc1 (configuration not stated)	-1	4	8	-3	-1	-2	-3	-2	-2	-0.1
CNC(=O)c1c(NC(=O)CCS(=O)(=O)c2ccccc2)sc(C)c1C	-1	-4	-4	3	-2	6	-6	-2	0	-0.1
COc1ccc(C(=O)NCC2COc3ccccc3O2)cc1S(=O)(=O)N1CCOCC1 (configuration not stated)	1	-6	-4	-1	4	-5	-4	-3	-10	0.3
CNC(=S)Nc1cc(Cl)ccc1Oc1ccccc1	-4	11	-7	1	-2	5	0	-1	-5	-0.8
c1ccc2c(c1)NC1(CCCCCC1)n1c-2nc2ccccc21	-5	3	0	-4	i	7	5	i	i	52*
Cc1ccc(S(=O)(=O)N2CCC(C(=O)OC(C)C(=O)NC(N)=O)CC2)cc1C (configuration not stated)	6	0	1	3	0	7	1	0	4	-0.5
Cc1ccc(NC(=O)CSCC(=O)Nc2nnc(C)s2)cc1	-2	9	-7	-12	-2	-1	7	-3	-11	0.1
O=C(C1=C[C@H](c2ccc(C(F)(F)F)cc2)C[C@H](OCCCCO)O1)N1CCN(Cc2ccc3c(c2)OCO3)CC1	1	15	-11	-1	2	-6	3	5	14	-0.6
Cc1ccc(CNC(=O)OC2CC3CC2[C@H]2CCCCN2C3=O)cc1 (some centres not stated)	-2	-5	8	-6	2	-4	-3	-5	-3	0.0
COc1cc(/C=N\NC(=O)C2COc3ccccc3O2)cc(OC)c1O (configuration not stated)	-5	-8	5	-3	-13	5	4	-17	-35	-8.1
CC(OC(=O)C1CC(=O)N(Cc2ccccc2)C1)C(=O)Nc1ccc(F)cc1Cl (configuration not stated)	-3	18	-7	1	2	4	6	-4	-7	-0.3
Cc1ccc(-c2cccc([C@H]3[C@@H]4C=CC[C@@H](C)[C@@H]4C(=O)N3Cc3ccccc3)c2)cc1	0	-15	-1	1	2	4	-8	-1	-1	-0.5
CCCCCCCCN1C(=O)[C@H](CC(=O)NCC23CC4CC(CC(C4)C2)C3)C[C@@]2(C(=O)OCC)CCC=C12	-1	16	-8	-5	3	-6	-3	0	4	0.3
COc1cc(/C=C(\C#N)c2nc3ccccc3[nH]2)cc(Br)c1OCc1ccccc1	-3	4	7	-17	-141	-1	4	-17	-52	-4.0
O=C(CN1C(=O)C2CCCCC2C1=O)Nc1cccc(C(F)(F)F)c1 (configuration not stated)	2	-1	-2	-2	1	-6	-2	-3	3	0.4
COc1ccc(S(=O)(=O)NCC(c2cccs2)N2CCc3ccccc3C2)cc1 (configuration not stated)	1	3	-7	-1	0	8	-18	4	0	-1.0

Reprinted at random: 5 compounds from above.
SMILES	LEDGF integ inh	ARFGAP1 inhibitor	TDP2 inh	Tn6 DDE FP	PLC-gamma1 inh	Tn7 DDE FP	ASAP1 inh	ADAM17 inh	ADAM10 inh	KLK7 zymogen act
COc1cc(/C=C(\C#N)c2nc3ccccc3[nH]2)cc(Br)c1OCc1ccccc1	-3	4	7	-17	-141	-1	4	-17	-52	-4.0
CNC(=S)Nc1cc(Cl)ccc1Oc1ccccc1	-4	11	-7	1	-2	5	0	-1	-5	-0.8
CNC(=O)c1c(NC(=O)CCS(=O)(=O)c2ccccc2)sc(C)c1C	-1	-4	-4	3	-2	6	-6	-2	0	-0.1
Cc1ccc(NC(=O)CSCC(=O)Nc2nnc(C)s2)cc1	-2	9	-7	-12	-2	-1	7	-3	-11	0.1
COc1ccc(C(=O)NCC2COc3ccccc3O2)cc1S(=O)(=O)N1CCOCC1 (configuration not stated)	1	-6	-4	-1	4	-5	-4	-3	-10	0.3

More results:
SMILES	LEDGF integ inh	ARFGAP1 inhibitor	TDP2 inh	Tn6 DDE FP	PLC-gamma1 inh	Tn7 DDE FP	ASAP1 inh	ADAM17 inh	ADAM10 inh	KLK7 zymogen act
CCC(=O)Nc1c(-c2ccc(Cl)cc2)c(=O)c2ccccc2n1C	6	7	1	6	-2	-8	5	-1	-17	-0.3
CC(C)OP(=O)(OC(C)C)C(O)c1cccc([N+](=O)[O-])c1 (configuration not stated)	2	7	5	0	3	-5	15	1	3	0.0
CSc1nc2ccc(NS(=O)(=O)c3ccc4c(c3)OCCO4)cc2s1	-2	13	4	10	-3	2	18	0	9	0.0
COc1cccc(CN(C(=O)Cc2c[nH]c3ccccc23)C(C(=O)NC2CCCCC2)c2ccc(C)o2)c1 (configuration not stated)	-5	-2	5	3	-2	-1	-2	11*	22*	0.4
CCOC(=O)c1c(NC(=O)Cn2cnc([N+](=O)[O-])n2)sc(C)c1C	5	5	-5	4	-11	0	0	2	6	-0.4
CCCCNC(=S)NNC(=O)c1cc(C2CC2)nc2ccccc12	-1	-2	-3	-7	-10	0	-3	-13	-28	0.4
COc1ccc2cc(C#CC3=CC(=O)C[C@H](c4ccc(F)cc4)C3)ccc2c1	2	-11	-11	-6	-43	-8	2	-1	-25	-0.6
COc1ccc(Nc2cc(C)c3cc([N+](=O)[O-])ccc3n2)cc1	-1	-3	11	1	-7	2	11	5	16	1.0
C=C1C(O)C[C@@H](C(C)C)N(CC(C)C)S1(=O)=O (some centres not stated)	1	-3	9	1	-3	-1	4	0	8	0.4
CCCc1cc(C(=O)NC2CCCC2)no1	-5	-6	-1	2	0	-4	-1	-6	-8	0.2
CSCCC(NC(=O)c1ccco1)C(=O)NCc1ccc2c(c1)OCO2 (configuration not stated)	-5	4	-3	0	-2	6	1	-2	-3	0.2
COCCCNC(=O)C[C@@H]1C[C@@]2(C(=O)OC)CC(C)(C)CC=C2N(Cc2ccc3c(c2)OCO3)C1=O	1	11	5	0	0	4	1	-4	-8	0.6
Cc1noc(C)c1C(=O)NC(C)c1ccc2c(c1)OCO2 (configuration not stated)	-1	-4	2	5	0	7	-12	-6	2	0.0
Cc1ccc(C(=O)Nc2ccc(N3CCN(C(=O)c4ccco4)CC3)cc2)cc1	-5	22	0	3	-1	4	8	-8	0	0.5
CN(C)C1CN(Cc2cn(Cc3ccc(C(F)(F)F)cc3)nn2)S(=O)(=O)C1 (configuration not stated)	-2	-3	10	-3	5	10	-2	-2	-7	0.1
CC(C)OCCCNC(=O)NC12CC3CC(CC(C3)C1)C2	-1	0	8	-1	0	-4	3	-3	2	0.6
CCC(C)NCCOCCOc1ccc(Br)cc1C (configuration not stated)	-1	2	5	10	-4	9	-15	-1	0	-0.8
O=C(COCc1cc(-c2ccc3c(c2)OCO3)on1)Nc1cccnc1Cl	-2	2	6	-3	-1	-3	-9	-4	1	0.2
CCN(c1ccccc1)S(=O)(=O)c1ccc(C(=O)Nc2ccncc2)cc1	-1	-1	-15	-4	6	-2	10	-1	6	0.1
O=C(c1c(Cl)nc2sccn12)N1CCCc2ccccc21	-2	-2	6	-1	0	-6	10	-3	-1	0.7
O=C(c1ccc2c(c1)OCO2)N1CCc2ccccc2C1	-2	15	2	-3	-2	-1	7	-7	-2	0.8
CCC(C(=O)NC1CCCC1)N(C(=O)Cn1nnc(-c2cccs2)n1)c1cnc2ccccc2c1 (configuration not stated)	-1	3	2	-10	-2	-5	-4	-2	-2	-0.3
Cc1cccc(Oc2coc3cc(OC(=O)c4cccs4)ccc3c2=O)c1	0	-2	-10	-3	i	-1	1	-62	-180	41*
Cc1cc(N2C(=O)C3C4CCC(C4)C3C2=O)no1 (configuration not stated)	4	-5	4	0	2	-3	3	0	-5	0.2
COc1ccccc1NC(=O)c1ccc2c(=O)n3c(nc2c1)CCC3	-4	12	-9	-5	2	0	-2	-4	0	0.2
COc1ccccc1OCc1nnc(SCC(N)=O)n1-c1ccccc1	6	3	-4	-6	4	2	4	-1	4	-0.4
CC(=O)c1cnc2cc(-c3ccccc3)nn2c1C	1	4	1	2	-25	-3	0	-4	-7	0.9
Cc1ccc(Cl)cc1NC(=O)c1cc2ccccc2cc1O	-2	-18	-4	-2	-134	3	-8	0	7	-3.4
Cc1ccc(OC(=O)c2cc3ccccc3o2)cc1	-1	8	-5	1	1	6	-2	-3	-4	-0.4
CCOc1cc(CNCCO)c(Cl)cc1OCC(=O)NCCc1ccccc1	5	6	-23	4	4	-4	-9	7	9	0.5
